Assay outcomes (PubChem BioAssay)
rCAG binder = binders of r(CAG) RNA repeats, primary screen, biochemical, fluorescence; inhibition, % at 3 µM; r(CAG) RNA repeat, TO-PRO-1 dye displacement fluorescence; AID 651821, 2012; 1.3% of 370,000 active;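 active = inhibition above the plate cutoff, the mean of all test compounds on that plate plus 3 SD, cut at about 35% in these data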;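 also: 0% = DMSO alone and 100% = 100 µM mitoxantrone as full dye displacement; higher means more dye released from RNA so lower well fluorescence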
GC-A act = GC-A stimulated cGMP production enhancers – HEK293 GC-A cells, cGMP TR-FRET, EC30 ANP, primary screen | Atrial natriuretic peptide receptor 1 (Homo sapiens), P16066 | 0.14% of 370,000 active | activation, % at 10 µM | 0% at EC30 ANP, 100% saturating ANP | AID 1671463, 2021; in the data active = activation above about 40%
NR1D1 modulator = modulators of Rev-erb alpha DNA binding, primary screen, biochemical, FITC-DNA, fluorescence polarization, uHTS; Rev-erbα–FITC-DNA binding, 90 min; activity, % at 10 µM; 0.79% of 370,000 active; AID 1259318, 2017;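 active = activity above about 14%, limit read from the data; passing the limit was not always enough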;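 also: 0% = DMSO wells with 35 nM protein and 100% = DMSO wells with 750 nM protein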
SMARCA2 activ = SMARCA2 (BRM) function activators, primary screen, cell-based, luminescence, high throughput; MG213 cells, MMTV-luciferase reporter, dexamethasone, overnight; activation, % at 9.1 µM; 1% of 370,000 active; in the data active = activation above about 7.8%;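 also: 0% = vehicle wells and 100% = reference activator wells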
HTRA1 inh = HTRA1 serine protease inhibitors, primary screen, biochemical, fluorescence polarization, HTS. inhibition, % at 5.96 µM. AID 504803, 2011. 0.5% of 340,000 active. Q92743. recombinant HTRA1, FP-rhodamine activity-based probe; in the data active = inhibition above about 36%;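 also: 0% = enzyme with DMSO and 100% = wells lacking enzyme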
ARFGAP1 inhibitor = inhibitors of rat ARFGAP1 GAP activity, primary screen, biochemical, fluorescence polarization, GDP tracer. 0.26% of 360,000 active. inhibition, % at 16.5 µM. Arfgap1-stimulated ARF1 GTP hydrolysis, GDP FP detection. ADP-ribosylation factor GTPase-activating protein 1 (Rattus norvegicus), Q62848;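 active = inhibition above a per-plate limit, mean inhibition of low control wells plus 3 SD, cut at about 25% in these data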;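 also: 0% = DMSO wells with enzyme and 100% = wells lacking Arfgap1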
Target sequence (Q62848 1-136 limits assumed): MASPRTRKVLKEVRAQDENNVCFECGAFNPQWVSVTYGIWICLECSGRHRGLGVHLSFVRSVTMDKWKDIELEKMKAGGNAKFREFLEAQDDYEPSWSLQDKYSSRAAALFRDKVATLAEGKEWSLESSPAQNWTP
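Material: rat Arfgap1 GAP domain (His6, aa 1-136), purified enzyme. Also added: human ARF1(Δ1-17)-GTP substrate. Compound dosing: 16.5 µM single point, 1.26% DMSO. Timing: enzyme reaction 120 min at 25 °C after 20 min preincubation. Signal: GDP detection by fluorescence polarization. Read-out basis: percent inhibition of GAP-stimulated GDP formation, scaled between DMSO and no-Arfgap1 medians.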
PG9 Ab binder = binders of HIV-1 gp120 antibody PG9, primary screen, biochemical, TR-FRET; TR-FRET gp120-PG9 antibody binding; inhibition, % at 6.7 µM; 0.43% of 360,000 active; in the data active = inhibition above about 8.5%
GC-B act = human GC-B receptor activators, primary screen, HEK293 GC-B cells, cGMP TR-FRET, EC30 CNP; 0% at EC30 CNP, 100% saturating CNP; activation, % at 10 µM; 0.11% of 370,000 active; AID 1920062, 2024;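 active = activation at 10 µM reaching about 35% in either raw or pattern-adjusted values, limit read from the data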
ABHD4 inh = ABHD4 inhibitors, primary screen, biochemical, fluorescence polarization, mouse; (Lyso)-N-acylphosphatidylethanolamine lipase (Mus musculus), Q8VD66; purified mABHD4, FP-Rh probe fluorescence polarization; inhibition, % at 8.92 µM; 0.54% of 370,000 active; AID 720543, 2013;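 active = inhibition exceeding the mean over every tested compound plus 3 SD, cut at about 30% in these data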;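 also: 0% = plate median of compound wells and 100% = S159A mutant with DMSO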
Target sequence (Q8VD66 whole entry, looked up): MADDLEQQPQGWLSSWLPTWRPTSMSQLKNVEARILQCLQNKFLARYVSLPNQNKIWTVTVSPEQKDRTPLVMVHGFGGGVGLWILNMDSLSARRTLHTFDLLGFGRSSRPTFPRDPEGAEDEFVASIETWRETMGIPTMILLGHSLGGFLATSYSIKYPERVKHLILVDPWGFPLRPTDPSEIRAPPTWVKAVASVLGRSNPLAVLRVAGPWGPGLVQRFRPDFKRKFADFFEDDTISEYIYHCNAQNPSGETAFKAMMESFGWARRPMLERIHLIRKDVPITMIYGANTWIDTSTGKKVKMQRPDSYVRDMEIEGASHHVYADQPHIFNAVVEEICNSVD
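Material: mouse ABHD4 enzyme, wild type; Benchmarks: S159A mutant high control, sample median low control; Buffer or medium: HEPES pH 7.0, NaCl, Pluronic buffer; Signal: fluorescence polarization; Read-out: percent inhibition of probe binding, normalized to plate controls; Timing: pre-incubation 45 min, probe exposure 60 min, at 25 °C; Dosing: 8.92 µM, single dose.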
ASAP1 GAP inh = inhibitors of human ASAP1 ArfGAP activity, primary screen, biochemical, fluorescence polarization; AID 624377, 2012; Arf-GAP with SH3 domain, ANK repeat and PH domain-containing protein 1 (Homo sapiens), …; inhibition, % at 16.5 µM; ASAP1-stimulated ARF1 GTP hydrolysis, GDP FP detection; 0.19% of 360,000 active; in the data active = inhibition above about 25%;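 also: 0% = vehicle with enzyme and substrate and 100% = no enzyme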
Target sequence (Q9ULH1 325-724 limits assumed): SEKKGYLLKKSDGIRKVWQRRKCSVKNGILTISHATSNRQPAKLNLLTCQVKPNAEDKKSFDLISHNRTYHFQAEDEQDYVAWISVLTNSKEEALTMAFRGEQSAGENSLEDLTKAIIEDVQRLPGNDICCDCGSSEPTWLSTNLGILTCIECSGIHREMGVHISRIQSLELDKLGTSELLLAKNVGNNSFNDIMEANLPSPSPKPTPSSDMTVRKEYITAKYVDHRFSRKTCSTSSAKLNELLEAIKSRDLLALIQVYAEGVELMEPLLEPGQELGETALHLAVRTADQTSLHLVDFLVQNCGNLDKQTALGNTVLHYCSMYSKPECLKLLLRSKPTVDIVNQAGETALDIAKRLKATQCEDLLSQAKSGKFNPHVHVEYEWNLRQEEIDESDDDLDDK
Active calls of the source: *; / = not tested or not shown. Outcome played no part in choosing rows; 4.4% or so of the library scored in one or more.

The first 3 entries, to show the layout:
SMILES	rCAG binder	GC-A act	NR1D1 modulator	SMARCA2 activ	HTRA1 inh	ARFGAP1 inhibitor	PG9 Ab binder	GC-B act	ABHD4 inh	ASAP1 GAP inh
COc1ccc(S(=O)(=O)N2CCCc3ccccc32)cc1[N+](=O)[O-]	-2	-11	1	-2	-2	1	-0.7	10	-5	0
Cc1ccc(C(C(=O)NC(C)(C)C)N(Cc2ccco2)C(=O)CCC(=O)Nc2ccccn2)cc1 (configuration not stated)	-10	-3	7	-4	1	5	2.8	-4	1	2
CCc1nc2ccc(C(=O)Nc3ccc(OC)c(OC)c3)cn2c1N(C)Cc1ccc(N(C)C)cc1	3	-4	-1	-1	/	13	-5.5	6	6	3

Results, from the start:
SMILES	rCAG binder	GC-A act	NR1D1 modulator	SMARCA2 activ	HTRA1 inh	ARFGAP1 inhibitor	PG9 Ab binder	GC-B act	ABHD4 inh	ASAP1 GAP inh
COc1ccc(S(=O)(=O)N2CCCc3ccccc32)cc1[N+](=O)[O-]	-2	-11	1	-2	-2	1	-0.7	10	-5	0
Cc1ccc(C(C(=O)NC(C)(C)C)N(Cc2ccco2)C(=O)CCC(=O)Nc2ccccn2)cc1 (configuration not stated)	-10	-3	7	-4	1	5	2.8	-4	1	2
CCc1nc2ccc(C(=O)Nc3ccc(OC)c(OC)c3)cn2c1N(C)Cc1ccc(N(C)C)cc1	3	-4	-1	-1	/	13	-5.5	6	6	3
C/C(Cn1nnc([N+](=O)[O-])n1)=N\NC(=O)c1ccc(Cl)c(Cl)c1	2	/	/	-4	-1	5	-0.2	/	8	-17
Cc1cc(C(=O)N(C2CCCCC2)C2CCCCC2)no1	-7	3	1	-2	-4	-4	-1.3	1	-4	-5
CCc1ccc(CNC(=O)CCS(=O)(=O)Cc2ccc(C)cc2)cc1	-4	-4	-9	-1	3	-2	-1.4	-5	-1	3
C=CCn1c(SCC(=O)c2[nH]c(C)c(C(=O)OCC)c2C)nc2scc(-c3ccccc3)c2c1=O	1	2	6	-1	1	2	-1.2	6	1	12
C=CCn1c(CSc2nc3ccccc3s2)nnc1SCC(=O)NCc1cccnc1	2	0	-2	3	3	-13	-1.5	-3	-3	-2
Cc1ccc(S(=O)(=O)N2CCN(C(=O)CCC(=O)NC3CCCc4ccccc43)CC2)cc1 (configuration not stated)	-5	0	1	3	5	4	-1.6	-6	3	-2
Cc1cccc(NC(=S)NCc2ccccn2)c1	-3	-5	0	0	7	-4	-5.1	-2	1	-1
CC1(c2cccc(Br)c2)NC(=O)N(CC(=O)c2ccc3c(c2)OCCO3)C1=O (configuration not stated)	5	3	-2	-3	-20	-8	0.2	-1	4	-10
CS(=O)(=O)N(Cc1ccccc1Cl)c1ccc(C(=O)N2CCCC2)cc1	-5	1	7	1	2	-11	-0.9	5	4	-1
O=C(CCCn1c(=O)[nH]c2ccsc2c1=O)N1CCN(c2ccccn2)CC1	-5	-4	2	1	1	-7	0.1	-4	-7	-5
Cc1ccccc1C(=O)N[C@H](C(=O)N1CCC[C@H]1C(=O)NC1CCCC1)C1CCCCC1	-1	3	-3	2	/	-2	-1.1	1	3	16
COc1ccccc1C(O)(C(=O)NNc1ccccc1C)c1ccccc1OC	5	0	2	-1	-7	-9	-3.3	-5	-10	-6
Cc1ccccc1CNC(=O)CC1C(=O)NCCN1Cc1c(F)cccc1Cl (configuration not stated)	-6	-5	-3	0	1	11	1.1	-1	2	12
CCOc1ccc(S(=O)(=O)N2CCCCC2)cc1NC(=O)c1cccnc1OCC	1	1	1	-2	4	1	0.7	-2	2	5
Cc1ccc(CN2CC(=O)N3[C@H]4c5ccccc5OC[C@@H]4[C@H](c4ccccc4)[C@]3(C)C2=O)cc1	-1	-7	-1	0	-62	-6	-3.4	-7	-12	8
S=C(Nc1ccc2c(c1)OCCO2)Nc1ccccc1Cl	-2	2	4	1	4	2	-3.4	-3	3	2
CCOc1ccc(C(=O)Nc2ccc(N3CCN(C)CC3)cc2)cc1[N+](=O)[O-]	-8	-2	-5	-1	8	-12	-0.5	-6	3	-11
COc1cccc(-c2nc(=S)c3c(n2CCCO)CCCC3)c1	-2	5	-5	0	-2	9	0.1	1	10	1
COCCNC(=O)c1ccc(N(C)S(=O)(=O)c2ccc(OC)c(OC)c2)cc1	-7	0	0	1	2	-6	3.0	5	0	4
Cc1sc2c(c1C)C(O)=C(C(=O)Nc1ccccc1)S(=O)(=O)N2C	43*	6	3	0	-12	4	-2.1	-3	-32	0
CCOc1ccc(NC(=O)CCS(=O)(=O)c2ccc(Br)cc2)cc1	-1	1	0	0	-1	-15	-1.1	-2	2	-14
CN(C)C(=O)C1C2NC(=S)N(c3ccccc3)C1(C)Oc1ccccc12 (configuration not stated)	-2	-8	4	-3	2	12	-2.2	-4	3	-11
CCn1nnc(NC(=O)c2ccccc2Br)n1	-1	2	5	4	1	-6	1.2	-3	4	3
O=C(CSc1nnc(Cc2ccccc2)n1Cc1ccco1)NC1CCCC1	7	-3	1	-2	-4	0	-1.1	-8	-27	9
CCN(Cc1ccccc1)C(=O)CC(=O)N(CC)Cc1ccccc1	-6	-2	-1	0	1	3	-1.1	0	6	10
O=C(COC(=O)C1CC2CCCC(C1)C2=O)Nc1nc(-c2ccc(F)c(F)c2)cs1 (configuration not stated)	6	20	-4	1	1	5	-2.9	-4	-3	-5
Cc1cc2cc(CCNC(=O)C(C)C)c(=O)[nH]c2cc1C	-5	0	2	0	1	9	1.0	0	2	11
Cc1ccc(/C=N/n2cnnc2)s1	3	0	-5	5	-4	5	-0.5	0	-2	-6
Cc1ccc(S(=O)(=O)N2CC(=O)Nc3ccccc32)cc1C	-4	1	-4	0	-2	9	-1.5	0	3	4
COc1ccc(C(=O)Nc2ccc(CN3CCS(=O)(=O)CC3)cc2)cc1	3	3	-6	-1	3	8	-0.6	5	3	3
CCCCNC(=O)CCn1c(=O)c2ccccc2n(Cc2ccccc2C)c1=O	-2	-4	-2	-2	1	6	-0.9	7	-3	10
Cc1c(CC=C(Cl)Cl)c(=O)[nH]c2c(C)cccc12	0	-2	3	-1	0	1	-2.1	-5	3	-5
CCN(C(=O)COC(=O)C1CCN(S(=O)(=O)c2ccc(C)c(C)c2)CC1)C1CCS(=O)(=O)C1 (configuration not stated)	-2	1	-4	-4	2	12	-1.9	1	0	11
CCOC(=O)CCCCC(=O)c1[nH]c(=O)[nH]c1CSc1nnc2c3ccccc3n(C(C)C)c2n1	5	3	-2	0	-10	3	-1.2	-2	5	-2
CN(Cc1nc2ccccc2n1C)c1ccccc1	-4	-5	-3	4	-9	-6	-2.4	-4	-6	8
CC1N(C(=O)N2CCOCC2)CCN1S(=O)(=O)c1cccc(C(F)(F)F)c1 (configuration not stated)	-1	4	-4	3	1	0	0.0	2	0	-10
CCC(Sc1nc2ccsc2c(=O)n1-c1ccc(Cl)c(C)c1)C(=O)NCc1ccco1 (configuration not stated)	5	-10	4	-1	-22	-6	-2.1	-2	-16	-12
O=C(CCC(=O)OCC(F)(F)C(F)F)Nc1ccccc1F	-2	4	0	-3	-3	8	0.4	4	4	5
O=C(c1ccccc1)N1CCN(C(=S)NCc2ccc3c(c2)OCO3)CC1	-2	0	2	-4	0	5	-2.9	2	2	-2
O=S(=O)(NCc1ccccc1)c1ccc(S(=O)(=O)N2CCCCC2)cc1	2	-3	1	0	5	15	-0.9	3	7	3
Cc1ccc(NC(=O)C(NC2CCCc3ccccc32)c2ccccc2)c([N+](=O)[O-])c1 (configuration not stated)	6	-5	3	1	-28	-6	1.0	0	12	19
COc1cc(C(C)=O)ccc1OCC(=O)Nc1cc(Cl)ccc1-n1cncn1	1	2	0	0	-3	9	-1.4	4	-2	-10
O=C(/C=C/c1ccc2c(c1)OCO2)N1CCCCC1	-2	1	3	6	7	4	-0.7	0	-4	-8
[O-]C1=N/[N+](=C/c2ccccc2Cl)CC1	3	3	-2	-1	-2	-2	1.4	6	-3	13
CN(CC(=O)Nc1cccc(F)c1)CC(=O)Nc1cccc(S(=O)(=O)N2CCCCC2)c1	4	-5	-1	-4	-13	0	-1.7	0	-11	18
Cc1c(C(=O)N(Cc2cccc(Br)c2)C2CCS(=O)(=O)C2)oc2ccc(F)cc12 (configuration not stated)	4	-15	4	-1	-24	1	-0.9	-5	-24	12
CC(=O)N1N=C(c2ccccc2OC(=O)/C=C/c2ccccc2)CC1c1ccccc1 (configuration not stated)	-4	-8	-2	2	/	3	-0.8	-7	6	-7
CCOc1ccc(C(=O)OCCCN(C)C)cc1	-1	5	4	-2	4	9	-0.5	5	0	-5
Cc1ccc(C(=O)N2CCN(c3ccccc3F)CC2)cc1NC1=NC2CS(=O)(=O)CC2S1 (configuration not stated)	-1	0	2	-1	6	8	-0.1	5	5	1
COc1ccc(CCNC(=O)c2ccc(N3CCCCS3(=O)=O)cc2)cc1OC	0	3	10	0	-3	5	1.3	-1	0	-6
O=C1C(Cc2ccc(O)cc2)NC(=S)N1Cc1ccccc1 (configuration not stated)	0	3	4	-4	-8	3	0.7	-8	-5	-4
Cc1ccc(CNC(=O)C2CC(=O)N(C3CCCC3)C2)cc1 (configuration not stated)	4	4	2	-2	1	-13	0.9	-2	-1	1
CCCCOC(=O)c1ccc(NS(=O)(=O)c2cc(-c3nnnn3CC)ccc2OC)cc1	28	-7	-1	0	-12	5	0.2	-15	0	-6
O=C(CCS(=O)(=O)c1ccccc1)N(CCCN1CCOCC1)c1nc2c(F)cccc2s1	-2	-20	-5	4	-3	1	-0.8	-8	-2	8
CC(=O)c1ccc(S(=O)(=O)N2CCN(c3ccccc3F)CC2)cc1	-2	0	4	1	8	-1	0.0	3	-5	1
Cc1ccc(-c2csc(N(CCO)CCCn3c(C(F)(F)F)nc4ccccc43)n2)cc1	4	2	-7	-2	-14	3	0.1	-2	-1	13
COc1ccc(-c2cc(C(=O)NCCCN3CCOCC3)c3cc(C(C)C)ccc3n2)cc1	-2	-5	-4	-2	-4	5	0.1	-3	2	0
COc1ccc(CC(=O)NCC(=O)N/N=C/c2ccco2)cc1	9	0	1	-5	-4	-2	-0.1	0	0	4
CCCCOCCCNC(=O)c1c(-c2ccccc2)noc1C	-1	-6	0	0	1	-4	-1.9	-3	3	-13
